High-throughput results as filed in PubChem BioAssay.
Arrestin-AP2 inh: human beta-arrestin and AP2 interaction inhibition. FITC-arrestin peptide / GST-AP2 beads, flow cytometry; AP2 beta2 appendage carries R879A mutation. inhibition, % at 10 µM. hit rate 0.31% among 340,000. AID 504490;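 active = inhibition above a set limit, near 3 SD of compounds lacking own fluorescence, cut at about 54% in these data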;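 note: plate controls were DMSO wells for no effect and 5 µM unlabelled arrestin peptide for full effect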
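test system = AP2 appendage R879A on GSH beads | buffer or medium = PBS plus Tween 20 (0.05%) and BSA (0.1%) | incubation = 12 min plus 1 h, RT | detection = bead flow cytometry, FITC channel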
OPRM1-OPRD1 ag: agonists of human mu-delta opioid receptor heterodimerization; hit rate 0.3% among 340,000; cells, OPRM1-OPRD1 heterodimerization, luminescence; P35372+P41143; AID 504326; activation, % at 9.3 µM; in the data active = activation above about 18%;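 note: 0% = vehicle-treated cells and 100% = reference agonist; values of inactives mirror those of a sister screen read the other way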
HTR5A inv ag: inverse agonist of human HTR5A in OPRM1-OPRD1 counter-screen. P47898. HTR5A cell line, luminescence, inverse agonism. inhibition, % at 9.3 µM. hit rate 0.083% among 340,000. AID 504634; in the data active = inhibition mostly above about 23%, no sharp cut-off; inactive = mostly below about 18%;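 note: 0% = cells with DMSO and 100% = no-cell wells with DMSO; some compounds called inactive have numbers as strong as hits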
Target sequence (P47898 whole entry, looked up): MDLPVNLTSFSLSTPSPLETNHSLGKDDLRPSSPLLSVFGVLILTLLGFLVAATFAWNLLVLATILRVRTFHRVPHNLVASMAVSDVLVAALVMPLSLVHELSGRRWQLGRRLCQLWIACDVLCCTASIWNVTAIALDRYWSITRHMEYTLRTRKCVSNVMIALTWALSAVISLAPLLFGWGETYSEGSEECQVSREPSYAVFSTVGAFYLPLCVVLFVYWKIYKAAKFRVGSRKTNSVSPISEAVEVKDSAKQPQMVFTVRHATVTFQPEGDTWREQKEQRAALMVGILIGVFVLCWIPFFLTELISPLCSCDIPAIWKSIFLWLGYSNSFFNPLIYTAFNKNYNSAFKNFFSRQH
V-ATPase pHluor: regulators of yeast V-ATPase proton transport | S. cerevisiae, pHLuorin cytosolic pH fluorescence | response, % at 10 µM | hit rate 0.37% among 350,000; in the data active = response mostly above about 7.3%, no sharp cut-off; inactive = mostly below about 5.4%; note: actives read high; inactives centre near 0; some compounds called inactive have numbers as strong as hits; reference of the scale not given here
PKA-R1A act: activates the PKA-R1A holoenzyme complex; P00514+P68181; hit rate 0.083% among 340,000; PKA-R1A dissociation, Cy5-IP20 fluorescence polarization; scaled: DMSO 0%, 113 µM cGMP 100%; AID 504707; activation, % at 11.4 µM;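 active = percent activation above the mean of all tested compounds plus 3 SD, cut at about 19% in these data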;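 note: higher means more PKAc released from R1A so a rise in polarization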
OPRM1-OPRD1 inv: inverse agonist of human OPRM1-OPRD1 heterodimerization. cell-based MOR-DOR heterodimer luminescence, inverse agonism. inhibition, % at 9.3 µM. hit rate 0.21% among 340,000; in the data active = inhibition above about 22%, passing the limit was not always enough;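 note: 0% = cells with DMSO and 100% = wells without cells with DMSO; values of inactives mirror those of a sister screen read the other way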
DAGLB inhibitor: diacylglycerol lipase beta (human) inhibition. Q8NCG7. HEK293T DAGLB membrane lysate, EnzChek fluorogenic substrate. inhibition, % at 5.17 µM. hit rate 0.059% among 340,000. AID 504411; in the data active = inhibition above about 34%;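 note: 0% = enzyme with vehicle and 100% = wells lacking enzyme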
Target sequence (Q8NCG7 whole entry, looked up): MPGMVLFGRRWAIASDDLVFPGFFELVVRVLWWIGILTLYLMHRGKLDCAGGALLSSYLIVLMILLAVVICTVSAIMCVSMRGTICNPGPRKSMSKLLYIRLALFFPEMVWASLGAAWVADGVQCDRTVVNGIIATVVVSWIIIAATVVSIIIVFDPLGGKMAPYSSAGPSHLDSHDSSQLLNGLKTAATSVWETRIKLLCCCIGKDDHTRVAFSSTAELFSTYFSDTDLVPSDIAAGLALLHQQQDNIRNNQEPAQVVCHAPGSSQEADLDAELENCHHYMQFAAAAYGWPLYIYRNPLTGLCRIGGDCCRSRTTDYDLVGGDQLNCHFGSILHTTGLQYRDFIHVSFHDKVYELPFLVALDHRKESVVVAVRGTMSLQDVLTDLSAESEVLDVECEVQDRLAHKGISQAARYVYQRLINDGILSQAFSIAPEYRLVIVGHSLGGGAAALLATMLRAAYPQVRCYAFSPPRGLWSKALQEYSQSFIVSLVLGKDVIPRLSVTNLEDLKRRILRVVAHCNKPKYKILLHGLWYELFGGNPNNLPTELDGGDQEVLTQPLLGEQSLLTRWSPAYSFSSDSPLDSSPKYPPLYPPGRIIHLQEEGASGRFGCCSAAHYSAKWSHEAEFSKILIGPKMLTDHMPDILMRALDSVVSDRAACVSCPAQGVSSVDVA
HTR5A ag: counter-screen for OPRM1-OPRD1 agonists: human HTR5A agonism; AID 504692; hit rate 0.61% among 340,000; activation, % at 9.3 µM; HTR5A agonist assay, luminescence, cell-based; in the data active = activation mostly above about 9.5%, no sharp cut-off; inactive = mostly below about 7.6%;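 note: 0% = cells with vehicle only and 100% = reference agonist; strong numbers were not always called active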
PKA-R2B activ: activators of human PKA-R2B complex. PKA-R2B holoenzyme dissociation, Cy5-IP20 fluorescence polarization; R2B truncated from residue 108, S112A mutant; 0% DMSO only, 100% 113 µM cGMP. activation, % at 11.4 µM. hit rate 0.079% among 340,000;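 active = activation above a cutoff set at the mean over all compounds plus 3 SD, cut at about 18% in these data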;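 note: higher means more holoenzyme dissociation and a rise in polarization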
Pemphigus Ab inh: human desmoglein-3 autoantibody binding inhibition; P32926; DSG3-coupled beads, scFv-anti-DSG3-GFP binding, flow cytometry; active compounds read low; binding (percent of control), % at 10 µM; hit rate 0.48% among 310,000; AID 588358;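 active = binding more than 3 SD below its plate's average and above zero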;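 note: hits lower antibody fragment binding to DSG3; some compounds called inactive have numbers as strong as hits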
The depositor's hits bear a star; nt = no result given. Only part of the results is shown; the hit share may differ from the screen's.

SMILES	Arrestin-AP2 inh	OPRM1-OPRD1 ag	HTR5A inv ag	V-ATPase pHluor	PKA-R1A act	OPRM1-OPRD1 inv	DAGLB inhibitor	HTR5A ag	PKA-R2B activ	Pemphigus Ab inh
CC(C)n1c(=O)c(C=Nc2ccc(S(N)(=O)=O)cc2)c(O)n(Cc2ccco2)c1=O	-4	-1.2	-8	-3	-11	6	6	2	-19	109
CC(=O)Nc1ccc(C(=O)OCC(=O)Nc2ccc(Cl)cc2C(=O)c2ccccc2)cc1	7	0.4	-1	8	-10	-3	-2	0	1	100
CSc1ncc(/C=C2/C(=O)NC(=O)N(c3ccc(Cl)cc3)C2=O)cn1	9	-2.8	-1	-2	-6	15	4	0	1	105
CC1=CP(=O)(Oc2ccc([N+](=O)[O-])cc2)CC1 (configuration not stated)	nt	nt	nt	2	19*	nt	-3	nt	-4	104
COc1cccc(OC)c1CN1CCCC(C(=O)c2cccc(Cl)c2)C1 (configuration not stated)	-9	-1.3	-5	0	-3	7	0	2	-6	105
CCOC(=O)c1c(C)n(Cc2ccccc2)c2ccc(OCC(O)CNC(C)(C)C)cc12 (configuration not stated)	8	-2.8	-5	0	-9	13	1	1	-2	103
CCOC(=O)C1(CCc2ccccc2)CCN(Cc2ccc3c(c2)OCCO3)CC1	4	25*	-13	-2	-2	-121	-9	6	-10	105
CC(Cc1ccccc1)NC(=O)/C=C/C(=O)O (configuration not stated)	-2	-0.4	12	nt	-4	3	0	4	3	108
COC(=O)C1=C(c2ccc(F)cc2OCc2ccccc2)C[C@@H]2CC[C@H]1N2C(=O)NCc1ccc(C(C)(C)C)cc1	-2	-1.6	-9	4	-6	9	-2	3	12	100
O=C(c1ccccc1)N1CCC2(CC1)OCCO2	-3	-1.2	-12	-2	-2	6	-2	-1	-6	111
Cc1cc(NC(=O)COC(=O)c2c(C)nn(Cc3ccccc3Cl)c2C)no1	-7	-2.6	25	2	3	15	-2	0	-5	108
COc1cc(C(=S)N2CCOCC2)cc(OC)c1OC(=O)Cc1ccccc1	-9	-0.9	11	-4	3	5	-2	7	-5	103
C=Cn1ccnc1P(=S)(c1cc(N(CC)CC)ns1)c1nccn1C=C	0	-0.1	24	-9	-11	1	-1	-1	-2	105
COCCn1c(-c2ccccc2)cc(C(=O)O)c1C	20	1.1	8	6	-2	-5	2	-1	-1	nt
COc1ccc(CCn2c(O)c(/C=N/N3CCCCC3)c(=O)[nH]c2=O)cc1OC	5	-0.8	-5	-4	-14	4	-1	-3	-6	nt

Compound profiles (already shown). Values in the order: Arrestin-AP2 inh, OPRM1-OPRD1 ag, HTR5A inv ag, V-ATPase pHluor, PKA-R1A act, OPRM1-OPRD1 inv, DAGLB inhibitor, HTR5A ag, PKA-R2B activ, Pemphigus Ab inh
`COc1cccc(OC)c1CN1CCCC(C(=O)c2cccc(Cl)c2)C1` (configuration not stated) is listed with -9, -1.3, -5, 0, -3, 7, 0, 2, -6, 105
`CSc1ncc(/C=C2/C(=O)NC(=O)N(c3ccc(Cl)cc3)C2=O)cn1` is listed with 9, -2.8, -1, -2, -6, 15, 4, 0, 1, 105
`CC(Cc1ccccc1)NC(=O)/C=C/C(=O)O` (configuration not stated) is listed with -2, -0.4, 12, nt, -4, 3, 0, 4, 3, 108
`COCCn1c(-c2ccccc2)cc(C(=O)O)c1C` is listed with 20, 1.1, 8, 6, -2, -5, 2, -1, -1, nt

(listing goes on)
SMILES	Arrestin-AP2 inh	OPRM1-OPRD1 ag	HTR5A inv ag	V-ATPase pHluor	PKA-R1A act	OPRM1-OPRD1 inv	DAGLB inhibitor	HTR5A ag	PKA-R2B activ	Pemphigus Ab inh
O=C(NN=Cc1ccc(N(CCCl)CCCl)cc1)c1cccnc1	-5	-4.1	-3	1	7	18	-1	1	-9	104
C/C=C/CC1(CC)C(=O)NC(=S)NC1=O	-14	-0.9	-2	0	-5	5	-4	0	-8	97
O=C(c1c[nH]c2ccc(S(=O)(=O)N3CCOCC3)cc2c1=O)N1CCC2(CC1)OCCO2	-9	-2.3	6	2	3	11	0	3	-8	nt
COc1cc(OC)c2c(c1)OCC1CON(C)C21 (configuration not stated)	-5	0.9	-21	-3	3	-4	-1	8	-6	nt
COc1ccc(S(=O)(=O)N2Cc3cnnn3-c3ccccc3C2C#N)cc1 (configuration not stated)	-18	-1.7	7	0	-5	8	0	-2	3	104
COC(=O)C1=C(c2ccc3ccccc3c2)C[C@@H]2CC[C@H]1N2C(=O)N1CCC(O)CC1	14	-0.1	-7	6	-5	0	0	2	3	94
O=C(Cc1ccccc1)OCCNC(=O)c1cccnc1	-5	-2.3	13	-2	0	13	-1	0	5	96
C[C@]12CCC3C(CC[C@H]4C[C@@H](O)CC[C@]34C)C1=CC[C@@H]2O (some centres not stated)	nt	nt	nt	1	-6	nt	-2	nt	-4	100
O=C1NC(=O)C2(CCCc3ccc(N(CCCl)CCCl)cc32)N1 (configuration not stated)	17	-0.2	9	-3	-5	1	0	-2	-5	120
CN1CCN(Cc2ccc(N)cc2)CC1	17	-5.2	4	-4	1	24	-3	-2	-4	99
COCCOC(=O)C1=C(C)OC(N)=C(C(=O)OC)C12C(=O)Nc1ccccc12 (configuration not stated)	3	1.5	25	2	-3	-9	-2	-9	-9	nt
CCOC(=O)C1(c2ccccc2)CCN(CC(=O)c2ccc(NC(C)=O)cc2)CC1	46	-1.7	6	1	2	8	0	-2	-14	107
COc1ccccc1C1=NCc2nnc(C)n2-c2ccc(Cl)cc21	-7	-1.0	-2	3	-13	6	-4	1	10	98
CCN1CCN(C(=O)COc2ccc(S(=O)(=O)N3CCOCC3)cc2Cl)CC1	-12	-1.1	-7	-5	-2	7	1	-3	-4	100
CC[N+](CC)(CC)CC	4	-1.3	-4	1	-7	7	2	1	7	118
COC(=O)C1=C(c2ccc(F)cc2F)C[C@@H]2CC[C@H]1N2C(=O)NCc1ccc(C(F)(F)F)cc1	5	3.3	10	0	-11	-18	-7	7	-1	102
O=S(=O)(c1ccc(O)cc1)c1ccc(O)cc1	42	-1.0	2	2	-7	5	5	0	9	105
Cc1cccc(NP(C)(=O)c2nc3c(s2)CCCC3)c1 (configuration not stated)	2	-0.3	-13	0	-14	2	0	5	1	95
CN1C2CCC1CC(OC(=O)CCN1CCCC1)C2 (configuration not stated)	9	-0.9	-3	-2	-9	5	-1	8	-15	104
COC(=O)C1=C(c2cccc(C#N)c2)C[C@@H]2CC[C@H]1N2C(=O)N1CCC(O)CC1	2	-2.6	5	-3	4	14	0	4	2	103
CCN(CC)P(=S)(c1c(C)nc2ccccn12)c1c(C)nc2ccccn12	9	0.1	-6	8	-21	0	3	2	1	97
CCC(C)c1ccc(N2C(=O)NC(=O)/C(=C/c3cccn3CCOc3ccc(C)cc3)C2=O)cc1 (configuration not stated)	10	-0.8	3	1	4	6	5	6	9	106
O=C(Nc1cccc(OC(=O)N2CCOCC2)c1)N1CCOCC1	24	-3.7	1	1	-6	19	0	6	7	105
CCCCc1ncc(CN2CCCC(C(=O)c3ccc(SC)cc3)C2)[nH]1 (configuration not stated)	15	-3.9	2	-1	2	22	-2	-1	-3	95
O=C(C(=O)N1CCOCC1)c1cn(Cc2ccccc2)c2ccccc12	31	-1.7	-15	0	-3	8	3	6	-11	91
Cn1c(=O)c2c(nc(N/N=C/c3c(O)n(C4CCCCC4)c(=S)[nH]c3=O)n2C)n(C)c1=O	31	1.2	-10	-2	-4	-6	11	-3	0	nt
CCN(CC)c1ccc(/C=C2/C(=O)NC(=O)N(CC3CCCO3)C2=O)cc1 (configuration not stated)	-4	-2.0	-17	2	1	12	-1	4	11	133
Cc1ncc(C(=O)O)n1C(C)c1ccccc1 (configuration not stated)	nt	nt	nt	3	-1	nt	-4	nt	-3	107
C/C(=N\NC(N)=O)c1c(O)n(C)c(=O)n(C)c1=O	20	-1.6	-28	-2	-3	8	-1	8	-2	97
CC1(C)C(C(=O)N2CCN(c3ccc(Cl)cc3)CC2)C1(C)C	-12	3.7	-24	2	-9	-18	-5	6	1	101
C=Cn1ccnc1P(=S)(c1ccc(N(C)C)cc1)c1nccn1C=C	0	0.9	5	-3	-4	-5	0	0	1	98
C[n+]1c(-c2ccccc2)c2cc(N)ccc2c2ccc(N)cc21	27	6.4	12	4	-5	-34	4	-3	5	80
C[N+]1(C)CCN(c2ccccc2)CC1	-5	-2.0	0	1	8	11	-1	1	7	132
COc1ccccc1N(CC(=O)NC1CCCCC1)C(=O)c1cnn(C(C)C)c1	29	-2.8	3	-3	-2	15	0	-1	-4	103
COc1ccccc1NC(=O)c1cn(CCC#N)nc1-c1ccc(F)cc1	-2	-2.0	8	-4	-5	10	-1	-2	-3	107
Cc1ccc(Cl)cc1N1CCN(CCN)CC1	10	-1.0	5	0	-24	5	3	-2	-5	102
c1csc(CN2CCNCC2)c1	4	-2.0	16	-1	-2	10	2	-3	-6	95
Cc1ccccc1O	2	-2.0	-28	-4	-8	10	-4	1	5	106
CCCCCn1c(NC(=O)c2ccco2)c(C(=O)OCC)c2nc3ccccc3nc21	5	-0.6	12	11*	-7	4	-17	-4	-6	95
Cc1c(C)c2ccc(OCC(=O)N3CCC(C(=O)O)(c4ccccc4)CC3)cc2oc1=O	2	-0.6	-13	1	9	3	-3	2	-6	nt
CC1c2ccccc2-n2nncc2CN1C (configuration not stated)	-25	-4.1	-11	-2	0	19	1	3	-4	103
O=P(Oc1ccc(-c2ccccc2)cc1)(N1CC1)N1CC1	-5	-2.3	1	-3	-3	12	0	0	1	90
CCCC1=C(C(=O)OCC)C2(C(=O)Nc3ccc(C)cc32)C(C#N)=C(N)O1 (configuration not stated)	-5	5.2	-9	3	0	-25	4	4	-4	101
CNC(C)Cc1ccccc1 (configuration not stated)	20	-2.6	1	0	-6	10	-2	0	-6	102
COC(=O)C1=C(c2ccc(OC(F)(F)F)cc2)C[C@@H]2CC[C@H]1N2C(=O)NCC1CC1	20	-1.2	-2	-4	4	7	-2	-5	-2	103
CC(C)[C@@]1(NC(=O)[C@@H]2C[C@@H]3c4cccc5[nH]cc(c45)C[C@H]3N(C)C2)O[C@@]2(O)[C@@H]3CCCN3C(=O)[C@H](Cc3ccccc3)N2C1=O	1	1.8	-73	5	9	-10	0	28	4	101
CCOC(=O)C(=O)NC1CCSC1=O (configuration not stated)	20	0.3	1	-2	5	-2	1	0	-2	100
Cn1c(=O)n(C)c2cc([N+](=O)[O-])c(N3CCNCC3)cc21	23	0.1	1	-4	6	0	2	0	4	97
CCCC[n+]1cc(=N)o[n-]1	5	-0.9	2	-2	-5	5	0	1	5	96
CC(Cl)(Cl)/C(=N/P(=S)(N1CCOCC1)N1CCOCC1)N1CCOCC1	-7	-1.9	1	4	0	10	2	-4	7	106
CN1OCC2Cn3c(nc4ccccc43)C21 (configuration not stated)	11	2.1	-27	-2	-2	-12	-6	9	-4	100
Cc1c(C)c2ccc(OCC(=O)N3CCN(Cc4ccccc4)CC3)cc2oc1=O	38	-4.0	-9	0	1	16	-3	4	0	nt
CCOC(=O)c1ccc2[nH]c(-c3ccc(S(=O)(=O)F)cc3)cc(=O)c2c1	1	-0.9	0	-5	0	4	0	0	1	121
